GPR151 activ – human GPR151 activation; Q8TDV0; PathHunter beta-arrestin GPR151 cells, luminescence; activation, % at 11.2 µM; hit rate 1% among 650,000; in the data active = activation above about 4.9%;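 note: 0% = median of compound wells and 100% = cells with positive control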
MITF inh – inhibitors of human MITF; O75030; AlphaScreen MITF homodimerization, bead proximity signal; inhibition, % at 2.6 µM; hit rate 0.91% among 650,000; AID 1259374; in the data active = inhibition above about 50%;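 note: 0% = vehicle wells with protein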
FBW7 act – activators of human E3 ligase FBW7; AlphaScreen FBW7–phospho-cyclin E peptide binding, activator screen; hit rate 0.13% among 650,000; Q969H0; normalized activity (activation), % at 26.1 µM; in the data active = normalized activity above about 1.9%;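 note: purified mutant Fbw7 with reduced substrate affinity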
Target sequence (Q969H0 whole entry, looked up): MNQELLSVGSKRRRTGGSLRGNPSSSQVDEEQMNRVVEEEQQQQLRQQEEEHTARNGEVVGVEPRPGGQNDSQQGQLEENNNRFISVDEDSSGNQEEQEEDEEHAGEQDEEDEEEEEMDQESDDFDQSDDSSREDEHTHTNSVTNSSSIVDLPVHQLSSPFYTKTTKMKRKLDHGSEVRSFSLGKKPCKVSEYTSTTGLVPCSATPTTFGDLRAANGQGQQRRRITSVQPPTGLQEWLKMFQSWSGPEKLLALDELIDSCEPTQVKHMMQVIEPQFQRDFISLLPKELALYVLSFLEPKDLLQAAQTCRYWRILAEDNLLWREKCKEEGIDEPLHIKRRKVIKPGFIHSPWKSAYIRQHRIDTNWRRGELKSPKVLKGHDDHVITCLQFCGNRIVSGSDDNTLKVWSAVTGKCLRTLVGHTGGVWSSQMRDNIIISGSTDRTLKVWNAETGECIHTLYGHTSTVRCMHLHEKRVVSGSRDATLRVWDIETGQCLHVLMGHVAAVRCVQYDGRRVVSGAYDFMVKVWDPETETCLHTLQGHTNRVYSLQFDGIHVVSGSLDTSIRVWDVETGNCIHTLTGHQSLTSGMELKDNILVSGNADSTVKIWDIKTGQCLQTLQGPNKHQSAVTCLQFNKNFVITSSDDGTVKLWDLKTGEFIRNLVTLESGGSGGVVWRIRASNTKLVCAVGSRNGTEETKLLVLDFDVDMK
TEAD-YAP inh – TEAD-YAP interaction inhibition. HEK-TIYL cells, TEAD-Gal4/YAP UAS-luciferase luminescence. inhibition, % at 9.12 µM. hit rate 1.4% among 640,000; in the data active = inhibition above about 32%;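 note: 0% = median of test compound wells and 100% = reference inhibitor wells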
Starred values were filed as active, the others as inactive; & = joins results of further samples.

SMILES	GPR151 activ	MITF inh	FBW7 act	TEAD-YAP inh
O=C(O)c1ccc2c(=O)n(Cc3ccc(C(=O)NCCc4ccc(Cl)cc4)cc3)c(=S)[nH]c2c1	0.2	1	-0.2	-3
O=C(NNC(=O)c1cccnc1SCc1cccc([N+](=O)[O-])c1)c1ccc(F)cc1	-0.8	-1	-0.1	-6
NS(=O)(=O)c1ccc(CCn2c(-c3ccc(S(=O)(=O)N4CCCC4)cc3)csc2=Nc2cccc(C(F)(F)F)c2)cc1	1.3	16	0.1	9
CCOC(=O)CSCC(=O)N1N=C(c2cccs2)CC1c1cccc(OC)c1OC (stereo not given)	6.6*	3	0.2	5
O=C(CCSCc1ccccc1Cl)NCc1cccs1	-0.1	5	-0.1	-1
COc1ccc(NC(=O)Cn2c(=O)n(Cc3ccco3)c(=O)c3ccccc32)cc1	3.3	-8	-0.1	14
CCCn1c(SCC(=O)Nc2cccc(O)c2)nnc1-c1cccnc1	0.3	-12	0.0	2
CCCCOc1ccc(NC(=O)NC2(c3ccccc3)CC2)cc1	-0.4	0	0.0	0
CC(C)(C)NC(=O)c1c(N)no[n+]1[O-]	-1.9	-3	0.0	-9
Cc1nc2nc(=S)[nH]n2c(C)c1Cc1c(F)cccc1Cl	-2.4	24	0.2	-7
Cc1nn(C)c(C)c1-c1ccc(C(=O)NC2CCN(Cc3ccccc3)CC2)s1	-0.9	-7	0.0	1
Nc1cc(N)nc(SCC(=O)Nc2nonc2N)n1	2.8	5	0.0	12
O=C(CCn1c(=O)sc2ccccc21)NCCCN1CCOCC1	0.4	3	-0.1	6
COC(=O)c1cc(S(=O)(=O)Nc2ccc(C(C)C)cc2)cn1C	0.5	8	0.1	5
Cc1c(Cl)cccc1N1CCN(S(=O)(=O)CC23CCC(CC2=O)C3(C)C)CC1 (stereo not given)	-1.3	17	1.5	13
COc1ccc(Cl)cc1NC(=O)CSc1cn(C)c2ccccc12	-1.2	2	0.0	2
COc1ccccc1CNC(=O)COc1ccc(C)cc1C	3.4	11	0.0	0
Cc1ccc(/C=C(\C#N)C(=O)Nc2cccc(Cl)c2)o1	0.1	2	0.1	-55
CCn1c(C)csc1=Nc1ccc(Cl)cc1	0.0	14	-0.1	-29
O=C(NC1CCCC1)C1CCC(=O)N1CCc1ccccc1 (stereo not given)	-0.6	2	-0.1	-3

SMILES	GPR151 activ	MITF inh	FBW7 act	TEAD-YAP inh
Cc1occc1C(=O)Nc1ccc(Oc2ccccc2)cc1	-4.6	6	0.0	-28
Cn1cc([N+](=O)[O-])c(C(=O)Nc2ccc(C3CCCCC3)cc2)n1	-0.9	0	0.2	-21
O=C(Nc1ccc(F)cc1F)c1cn(-c2ccc(F)cc2F)c(=O)c2ccccc12	1.0	5	0.0	6
O=C1CSc2ccc(C(=O)N3CCN(c4ccccn4)CC3)cc2N1	3.0	8	0.0	-6
O=C(O)c1ccccc1C(=O)Nc1ccc(I)cc1	-0.6	3	0.5	-3
CCN1CCN(c2ccc([N+](=O)[O-])cc2S(=O)(=O)N2CCOCC2)CC1	0.4	3	-0.1	5
CCCCOC(=O)C(C)Oc1ccc2c(=O)c(Oc3cc(C)ccc3C)coc2c1 (stereo not given)	0.2	6	0.1	-3
O=C(Cc1ccccc1)Nc1cnn(-c2cccc(C(=O)NC3CCCc4ccccc43)c2)c1 (stereo not given)	1.4	11	-0.1	-9
CC1(C)C2CCC1(C)C(Nc1ncnc3sccc13)C2 (stereo not given)	1.5	-17	0.0	0
COCc1c(C(=O)OCc2ncc(-c3ccccc3)o2)oc2ccccc12	0.7	-2	-0.1	-7
CC(NC(=O)c1ccco1)c1nnc2n1CCN(Cc1ccc(O)cc1)CC2 (stereo not given)	0.2	10	0.0	0
O=C(N/N=C/c1ccc(Cl)cc1Cl)c1ccc(O)c(O)c1	-1.9	-3	0.6	-10
Cc1ccc(/C=N\Nc2cn[nH]c(=O)c2Cl)cc1	-1.4	-14	0.1	-60
CC(C)(CC(=O)Nc1scc(-c2cccs2)c1C(=O)O)CC(=O)Nc1scc(-c2cccs2)c1C(=O)O	1.1	13	0.7	-2
O=S(=O)(NCC(c1ccc2c(c1)OCO2)N1CCOCC1)c1cccs1 (stereo not given)	-0.7	1	0.0	-1
CCC1(C)Cc2c(sc3nc(SCc4ccc(Cl)c(Cl)c4)n(-c4ccccc4)c(=O)c23)CO1 (stereo not given)	1.0	16	1.2	-5
COc1cc(OC)c(OC)cc1/C=C1\N=C(c2ccccc2)OC1=O	-0.1	-3	0.1	-2
Cc1cc(C(=O)Nc2ccc(S(=O)(=O)N3CCN(C)CC3)cc2)cs1	1.0	-3	-0.1	-11
O=C(CC(NCc1ccco1)C(=O)O)Nc1ccc2c(c1)OCO2 (stereo not given)	-0.4	17	0.9	12
CC(CC(=O)NC1CCCC1)S(=O)(=O)c1ccc2c(c1)OCC(=O)N2 (stereo not given)	-0.5	-1	0.6	0

Molecule	GPR151 activ	MITF inh	FBW7 act	TEAD-YAP inh
COc1ccc(N2C(=NC(=O)c3ccccc3)SC3CS(=O)(=O)CC32)cc1 (stereo not given)	0.2	3	-0.1	11
COC(=O)C1=CN(C)C=C(C(=O)OC)C1c1ccc(Cl)cc1Cl	-0.5	-23	0.2	-3
COc1ccc(C2C(C(=O)NCCN(C)C)c3cc(OC)c(OC)cc3C(=O)N2C)cc1OC (stereo not given)	0.1	9	1.0	-14
COc1ccc(N2C(=O)CSC2c2cccc(OC)c2OC)cc1 (stereo not given)	1.9	5	-0.2	5
COc1ccc(S(=O)(=O)NC(CC(=O)NCc2cccnc2)c2ccco2)cc1 (stereo not given)	-1.5	24	0.4	-7
CC1=C(C(=O)N(C)C)C(c2cccc(Cl)c2)NC(=O)N1 (stereo not given)	1.6	0	-0.1	-3
CC1=C(C(=O)NCc2ccccc2)C(c2ccc(N(C)C)cc2)n2ncnc2N1 (stereo not given)	-0.3	4	0.0	-3
CCc1ccccc1NC(=O)c1cc(-c2ccco2)on1	-0.3	0	0.0	-6
c1ccc(-n2c(Sc3cnccn3)nnc2-c2cccs2)cc1	-0.3	-9	0.2	-8
COC(=O)c1ccc(/C=N/NC(=O)C(=O)Nc2ccccn2)cc1	-0.3	4	0.0	5

As entered above.
GPR151 activ result of `CC1(C)C2CCC1(C)C(Nc1ncnc3sccc13)C2` (stereo not given) → 1.5
MITF inh result of `COc1cc(OC)c(OC)cc1/C=C1\N=C(c2ccccc2)OC1=O` → -3

Next results follow.
Molecule	GPR151 activ	MITF inh	FBW7 act	TEAD-YAP inh
CC12C(=O)N(c3cccc(C(=O)O)c3)C(=O)C1C1C=CC2C1 (stereo not given)	-0.8	9	0.0	4
O=C(NCc1nnc2n1CCN(Cc1cc3ccccc3o1)CC2)c1ccccn1	-0.6	7	0.3	4
CN(Cc1ccccc1)C(=O)Cn1cccc1	-0.6	4	-0.1	-6
CCOC(=O)c1c(C)sc2c1N(C(C)=O)c1cc(Br)ccc1S2	0.1	8	0.0	-9
Cc1ccc(CS(=O)(=O)CCC(=O)NCCc2ccccc2)cc1	-0.2	13	-0.2	4
Cc1ccc([N+](=O)[O-])c(OCCOCCSc2nc(C)cc(=O)[nH]2)c1	-0.1	-22	0.0	-7
CCOc1ccc(C2C(=O)N(C3CCCCCC3)CC(=O)N2Cc2ccc(C)cc2)cc1OC (stereo not given)	-0.7	-3	0.3	0
COCCNC(=O)CN(C(=O)CCC(=O)Nc1cc(C)on1)c1ccc(C)cc1	1.5	11	0.4	15
Cc1cccc(NC(=O)CSc2nnc(-c3cccs3)n2C)c1	0.8	-3	0.0	4
CCN(CC)S(=O)(=O)c1cc([N+](=O)[O-])ccc1NNC(=S)NC1CCCCC1	1.4	31	0.1	1

Molecule	GPR151 activ	MITF inh	FBW7 act	TEAD-YAP inh
FC(F)(F)c1ccc(Cn2cnc3c(Nc4ccccc4)nc(Nc4ccc(C(F)(F)F)cc4)nc32)cc1	-0.3	-17	0.1	-3
CC1(C)CC(=O)C2=C(C1)N(c1ccccc1F)C(N)=C(C#N)C2c1ccsc1 (stereo not given)	-1.0	12	0.8	-15
COc1ccc(C(=O)N/N=C/c2ccc(O)c(O)c2)cc1Br	-0.9	-18	0.0	-13
CCN(CC)c1ccc(C2C(C#N)=C(C)NC3=C2C(=O)CC(c2ccccc2)C3)cc1 (stereo not given)	0.6	14	0.0	14
Cc1ccc(F)cc1NC(=O)c1cc(Cl)ccc1Nc1ccccc1	-0.7	6	-0.1	4
COc1ccc(CC(=O)Nc2ccc(F)cc2F)cc1	1.5	12	0.0	0
CCCCNC(=O)c1c[nH]c2ccc(S(=O)(=O)N3CCc4ccccc4C3)cc2c1=O	0.7	3	-0.1	4
O=C(COc1coc(CN2CCN(c3ccc(F)cc3)CC2)cc1=O)NCc1ccco1	0.3	23	0.0	-1
Cn1c2ccc(F)cc2c2nnc(SCC(=O)O)nc21	-0.1	0	0.0	0
COC(=O)C(C)N(C(=O)c1c(F)cccc1F)c1c(C)cccc1C (stereo not given)	1.0	-15	-0.2	2

Molecule	GPR151 activ	MITF inh	FBW7 act	TEAD-YAP inh
CCOc1ccc2c(c1)C(c1cccs1)=NNC(c1cccnc1)=N2	-0.8	-10	-0.1	-6
Nc1ccc(OC(=O)c2cccc(S(=O)(=O)Oc3ccc(N)cc3)c2)cc1	-0.1	-6	0.1	-10
COc1ccc(/C=N/NC(=O)c2cccs2)c(OC)c1	-2.2	3	0.0	-41
COc1cc2c(cc1NC(=O)COc1ncnc3cc([N+](=O)[O-])ccc13)oc1ccccc12	1.0	-2	0.3	1
CC(O)CNC(=O)C(=O)NCCc1ccc(Cl)cc1 (stereo not given)	-1.6	20	0.3	5
CCCC(=O)Nc1ccccc1-c1nnn(CC(=O)Nc2ccc(OC)cc2)n1	0.6	4	0.1	4
COc1ccccc1N1C(=O)c2nccnc2C1=O	-0.8	23	0.1	-12
FC(F)(F)c1cccc(CNc2cc(N3CCN(Cc4ccc5c(c4)OCO5)CC3)ncn2)c1	-2.3	5	-0.1	2
Cc1ccc(-n2nc(C)c(-c3cccc([N+](=O)[O-])c3)c2C)cc1C	0.4	18	0.1	-2
CCOC(=O)CC(=O)c1cc(C(C)=O)c(Nc2ccccc2)s1	3.4	5	-0.1	4

Molecule	GPR151 activ	MITF inh	FBW7 act	TEAD-YAP inh
CC(=O)Nc1ccc(NC(CNS(=O)(=O)c2ccc(Cl)cc2)c2ccccc2)cc1 (stereo not given)	0.6	9	-0.1	3
COc1ccc(-c2nnc(SCCC#N)o2)cc1	10*	11	0.1	5
O=C(OCC(=O)N1CCc2ccccc21)c1ccccc1F	1.3	-10	0.8	-1
CSCCC(NC(N)=O)C(=O)NNC(=O)c1sc2ccccc2c1Cl (stereo not given)	-0.5	13	0.6	-25
O=C(O)CCCCCNC(=O)/C(=C\c1ccc(F)cc1)NC(=O)c1ccco1	-1.0	3	-0.1	-7
CC(=O)N1C(=S)NC(=O)/C1=C\c1ccc(C(C)C)cc1	-0.2	-13	0.0	-31
S=C(NCc1ccc(Cl)cc1)N1CCN(c2ncccn2)CC1	1.2	-5	-0.1	-1
CC(C)CN1CCc2nnc(CCNC(=O)COc3ccccc3)n2CC1	-1.0	5	0.0	-2
Cn1c2ccccc2c2nnc(N/N=C/c3ccccn3)nc21	-0.1	45	-1.0	36*
N#Cc1c(SCC(=O)c2ccccc2)nsc1SCC(=O)c1ccccc1	-2.9	14	-0.2	-3

Compound profiles (already shown):
CC(=O)Nc1ccc(NC(CNS(=O)(=O)c2ccc(Cl)cc2)c2ccccc2)cc1 (stereo not given) is listed as GPR151 activ = 0.6; MITF inh = 9; FBW7 act = -0.1; TEAD-YAP inh = 3
CC(C)CN1CCc2nnc(CCNC(=O)COc3ccccc3)n2CC1 is listed as GPR151 activ = -1.0; MITF inh = 5; FBW7 act = 0.0; TEAD-YAP inh = -2

Later entries.
Molecule	GPR151 activ	MITF inh	FBW7 act	TEAD-YAP inh
CC(C)N1CCC(N2CCN(Cc3cccc(Oc4ccccc4)c3)CC2CCO)CC1 (stereo not given)	-0.9	-14	0.0	-7
CC(=O)NC1C(Oc2ccc(C)cc2)OC(COC(C)=O)C(OC(C)=O)C1OC(C)=O (stereo not given)	-0.1	17	0.0	6
COc1ccc(-n2nc3ccc(NC(=O)c4ccc(C)c([N+](=O)[O-])c4)cc3n2)cc1	0.5	9	0.1	1
CO[C@@]12[C@@H]3NC3CN1C1=C(C(=O)C(N)=C(C)C1=O)[C@@H]2COC(N)=O (stereo not given in full)	0.7&-0.1&-1.7	18&14&3	0.3&0.1&1.2	7&4&-4
CCOc1ccc(NC(=O)Nc2ccc(CC(=O)O)cc2)cc1	-0.2	10	0.1	-5
OCc1cccc(-c2cnc3c(NCc4ccco4)nccn23)c1	0.0	-4	-0.5	-66
Cc1cc(C)c(C(N)=O)c(SCC(=O)c2ccccc2)n1	1.3	-6	0.0	-24
COc1cc(C2C3=C(CC(c4ccc(C(C)(C)C)cc4)CC3=O)Nc3ccccc3N2C(=O)/C=C/c2ccccc2)cc(OC)c1OC (stereo not given)	0.3	7	0.0	9
O=C(CN1CCc2nc(N3CCCC3)[nH]c(=O)c2C1)N1CCCCCC1	0.9	0	-0.1	0
COc1ccc(CNC(=O)COc2cccc(C)c2)cc1	0.5	4	-0.1	11
